RGS8-Gao reg: RGS8-Galphao binding modulators, primary screen, biochemical, multiplexed bead flow cytometry; Guanine nucleotide-binding protein G(o) subunit alpha (Homo sapiens), P09471; actives lie on both sides; response (percent of control binding), % at 10 µM; hit rate 0.34% among 220,000; AID 1423, 2008; in the data active = response below about 60% or above about 140%; inactive = in between;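 also: Galphao activated as the GDP aluminium fluoride complex binding bead-coupled RGS8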
Target sequence (P09471 whole entry, looked up): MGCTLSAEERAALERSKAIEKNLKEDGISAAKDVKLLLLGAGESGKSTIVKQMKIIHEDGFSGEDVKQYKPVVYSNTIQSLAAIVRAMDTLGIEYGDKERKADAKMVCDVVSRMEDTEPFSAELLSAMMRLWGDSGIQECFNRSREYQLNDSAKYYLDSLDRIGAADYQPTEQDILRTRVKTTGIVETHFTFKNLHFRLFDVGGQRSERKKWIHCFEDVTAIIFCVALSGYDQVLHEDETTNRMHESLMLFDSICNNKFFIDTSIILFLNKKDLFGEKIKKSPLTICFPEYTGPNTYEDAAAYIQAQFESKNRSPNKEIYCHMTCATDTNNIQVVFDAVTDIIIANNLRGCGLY
RGS7-Gao: RGS7-Galphao binding modulators, primary screen, biochemical, multiplexed bead flow cytometry | AID 1439, 2008 | actives lie on both sides | binding response (% of control), % at 10 µM | hit rate 0.35% among 220,000; in the data active = binding response below about 49% or above about 150%; inconclusive = no clear call, values can overlap the other calls; inactive = in between;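 also: fluorescent Galphao held in activated GDP-AlF4 state binding bead-coupled RGS7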
RGS4-Gao reg: modulators of RGS4 binding to Galphao, primary screen, biochemical, multiplexed bead flow cytometry; hit rate 0.33% among 220,000; actives lie on both sides; binding response (% of control), % at 10 µM; Guanine nucleotide-binding protein G(o) subunit alpha (Homo sapiens), P09471; in the data active = binding response below about 49% or above about 150%; inactive = in between;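 also: fluorescent Galphao activated with aluminum fluoride binding bead-coupled RGS4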
Mcl1 Bid PPI: Mcl-1/Bid binding inhibitors, primary screen, biochemical, TR-FRET, 1536-well; TR-FRET Mcl-1/Bid-Dy647 peptide binding; hit rate 0.97% among 220,000; inhibition, % at 21.7 µM; Induced myeloid leukemia cell differentiation protein Mcl-1 (Homo sapiens), Q07820; AID 1021, 2008;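 active = compounds that cut the binding signal by more than half at the single screening dose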;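 also: His-tagged Mcl-1 with europium anti-His antibody binding Bid BH3 peptide; 0% = Mcl-1 plus peptide wells and 100% = peptide-only wells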
Target sequence (Q07820 whole entry, looked up): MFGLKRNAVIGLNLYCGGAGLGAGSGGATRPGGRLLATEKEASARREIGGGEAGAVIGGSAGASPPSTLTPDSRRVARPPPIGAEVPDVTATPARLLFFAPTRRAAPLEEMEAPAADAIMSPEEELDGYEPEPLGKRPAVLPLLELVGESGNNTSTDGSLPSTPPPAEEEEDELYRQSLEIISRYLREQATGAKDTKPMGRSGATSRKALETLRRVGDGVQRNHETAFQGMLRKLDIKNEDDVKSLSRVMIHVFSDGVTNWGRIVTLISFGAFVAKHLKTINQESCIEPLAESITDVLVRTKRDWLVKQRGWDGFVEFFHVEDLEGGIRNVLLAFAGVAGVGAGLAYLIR
* marks the source's active call; other numbers are inactive results; ? = inconclusive; nt = no result given. Only part of the results is shown (hit frequency here may not be typical).

SMILES | RGS8-Gao reg | RGS7-Gao | RGS4-Gao reg | Mcl1 Bid PPI
O=C(CSc1n[nH]c(=O)n1-c1ccc2c(c1)OCCO2)Nc1ccccc1 | 99.2 | ? | 100.6 | 2.7
CCOC(=O)C1=C(C)Nc2ccccc2S1 | 100.6 | ? | 97.1 | -32.3
O=C(CSc1nnc2n1CCCN2)c1ccccc1 | 104.4 | ? | 111.8 | -11.2
Cc1ccc(N2C(=O)[C@@H]3C(C(=O)CN4C(=O)c5ccccc5C4=O)=NN[C@@H]3C2=O)c(C)c1 | 98.0 | ? | 103.6 | -14.7
COc1c(Br)cc([N+](=O)[O-])c(OC)c1C(=O)NC(=O)Nc1cc(Cl)cc(Cl)c1 | 102.8 | ? | 103.0 | -0.2
COc1ccccc1NC(=O)Nc1ccccc1N1CCOCC1 | 94.9 | ? | 86.9 | -4.2
O=c1n(Cc2ccccc2)nc2n1-c1ccccc1SC2 | 98.5 | ? | 91.6 | -8.6
CC(C)(C)CN1C(=O)C(=O)NC[C@@H]1Cc1ccc(O)cc1 | 100.8 | ? | 98.7 | 18.0
COc1c(Cl)cccc1-c1cn2ccccc2n1 | 103.8 | ? | 101.7 | -39.4
CNC(=S)N(Cc1ccc(Cl)cc1)Cc1cccs1 | 100.2 | ? | 104.1 | -17.7
CN(C)c1cccc(C(=O)OCCNC(=O)c2cccc(S(=O)(=O)N3CCOCC3)c2)c1 | 101.2 | ? | 104.8 | -146.3
Cc1csc(NC(=O)c2cc[n+]([O-])cc2)n1 | 79.2 | 96.9 | 93.6 | -24.9
O=C(N/N=C/c1ccncc1)c1ccc(OCc2ccccc2)cc1 | 102.3 | ? | 104.7 | 3.1
CCn1c(SCC(N)=O)nc2sc3c(c2c1=O)CCN(C)C3 | 104.2 | ? | 108.6 | 28.1
Cc1cc(N)n(-c2ccc(S(=O)(=O)N3CCCC3)cc2[N+](=O)[O-])n1 | 101.1 | ? | 97.1 | -51.5
Cc1ccc(C(=O)N/N=C\c2ccc(-c3ccc(Cl)cc3)o2)cn1 | 102.5 | ? | 101.0 | 9.0
Cc1cc(C(=O)Nc2ncn(Cc3ccc(F)cc3)n2)ccc1[N+](=O)[O-] | 103.0 | ? | 99.5 | -18.4
COC(=O)c1cccc(C23CC4(C2)[C@H](CN(Cc2ccc(-c5ccccc5)cc2)[C@@H]4c2ccccc2)C3c2ccccc2)c1 (stereo not given in full) | 99.5 | ? | 104.5 | -35.3
Cc1ccc(-c2nn(CCC(=O)NN3CCOCC3)c(=O)c3ccccc23)cc1 | 95.4 | ? | 95.4 | -8.7
C/C(=N\Nc1cc(C)nc(NCc2ccccc2)n1)c1ccc([N+](=O)[O-])cc1 | 100.3 | ? | 103.6 | -18.0
Cc1cc(NC(=O)Nc2cccc(Cl)c2)n(-c2ccccc2)n1 | 106.3 | ? | 111.7 | -9.6
CC(C)(C)c1ccc(CCC2OCC(CN3CCOCC3)O2)cc1 (stereo not given) | 103.0 | ? | 105.1 | -13.3
Cc1nc([N+](=O)[O-])cn1CC(O)c1ccc(F)cc1 (stereo not given) | 98.3 | ? | 95.9 | -37.3
COC(=O)[C@@H]1C[C@@]2(O)[C@H](O)[C@H](O)[C@H](O)C[C@H]2N1Cc1cc(OC)cc(OC)c1 | 104.4 | ? | 109.0 | -29.5
Cc1cc2nc(CS)[nH]c2cc1C | 97.2 | ? | 97.6 | -155.6

6 compounds from above, sorted by the value under Mcl1 Bid PPI, lowest first:
SMILES	RGS8-Gao reg	RGS7-Gao	RGS4-Gao reg	Mcl1 Bid PPI
COC(=O)c1cccc(C23CC4(C2)[C@H](CN(Cc2ccc(-c5ccccc5)cc2)[C@@H]4c2ccccc2)C3c2ccccc2)c1 (stereo not given in full)	99.5	?	104.5	-35.3
Cc1csc(NC(=O)c2cc[n+]([O-])cc2)n1	79.2	96.9	93.6	-24.9
O=C(CSc1nnc2n1CCCN2)c1ccccc1	104.4	?	111.8	-11.2
O=c1n(Cc2ccccc2)nc2n1-c1ccccc1SC2	98.5	?	91.6	-8.6
COc1c(Br)cc([N+](=O)[O-])c(OC)c1C(=O)NC(=O)Nc1cc(Cl)cc(Cl)c1	102.8	?	103.0	-0.2
O=C(N/N=C/c1ccncc1)c1ccc(OCc2ccccc2)cc1	102.3	?	104.7	3.1

The list goes on:
SMILES | RGS8-Gao reg | RGS7-Gao | RGS4-Gao reg | Mcl1 Bid PPI
CCOC(=O)c1c(NCCN(C)C)c2ccccc2[nH]c1=O | 101.2 | ? | 98.9 | -5.0
CC(=O)O[C@H]1C(=O)[C@@]2(C)[C@H]([C@H](OC(=O)c3ccccc3)[C@]3(O)C[C@H](OC(=O)[C@H](O)C(NC(=O)c4ccccc4)c4ccccc4)C(C)=C1C3(C)C)[C@]1(OC(C)=O)CO[C@@H]1C[C@@H]2O (stereo not given in full) | 101.0 | ? | 101.3 | 15.9
S=c1[nH]nc(Cn2c(-c3ccccn3)nc3ccccc32)n1-c1ccc2c(c1)OCCO2 | 108.4 | ? | 118.0 | -127.0
COC(=O)c1[nH]c2ccccc2c1NC(=O)C(C)N1CCOCC1 (stereo not given) | 100.3 | ? | 102.1 | -20.2
Cc1ccc(S(=O)(=O)NN2C(=O)/C(=C/c3cccs3)SC2=S)cc1 | 99.3 | ? | 96.6 | -10.0
Cc1nnc(N/N=C/c2ccccn2)[nH]c1=O | 97.2 | ? | 104.8 | -79.5
O=C(O)c1cc(-c2cccnc2)nc2ccccc12 | 97.0 | ? | 92.0 | -7.5
CCOc1cc(/C=N/NC(=O)CCn2nnc3ccccc32)ccc1O | 104.7 | ? | 104.0 | -19.1
COCCOc1cc2ncnc(N3CCC(C(=O)O)CC3)c2cc1OCCOC | 89.2 | ? | 81.8 | -2.7
C/C(=N\O)C(=O)Nc1ccccc1 | 100.6 | ? | 102.4 | -11.2
COC(=O)N/N=C(\C)c1cccs1 | 101.3 | ? | 108.4 | -20.9
Cc1[nH]n(C)c(=O)c1[N+](=O)[O-] | 98.4 | ? | 102.1 | 2.6
O=c1c2ccccc2nc(/C=C/c2cccnc2)n1CCc1ccccc1 | 100.4 | ? | 100.9 | 95.2*
Cc1cc[n+](-c2[nH]c(=O)sc2/C=N/N=C(\[O-])c2ccccc2)cc1 | 99.1 | ? | 101.2 | -15.2
CN1CCN(CC(=O)NN(Cc2ccccc2)c2ccccc2)CC1 | 103.1 | ? | 102.4 | 11.1
CC1(C)CC(=O)C=C(NCc2cccc(C(F)(F)F)c2)C1 | 100.3 | ? | 101.6 | -10.8
Brc1cnc2nc(SC/C=C/c3ccccc3)[nH]c2c1 | 98.9 | ? | 98.3 | -7.5
CCOc1nsc(OCC)n1 | 103.4 | ? | 104.7 | -4.5
CC(C)Cn1c2c(c(=O)[nH]c1=O)C(NS(=O)(=O)c1ccc(Cl)cc1)(C(F)(F)F)C(=O)N2 (stereo not given) | 105.1 | ? | 110.4 | -76.8
O=C(O)CCC(=O)Nc1cccc(C(=O)c2ccccc2)c1 | 99.3 | ? | 98.5 | -14.0
C=CCOc1c(Br)cc(/C=C(\C#N)C(N)=O)cc1OC | 98.7 | ? | 98.4 | 1.5
Cc1cccc(NC(=O)CSc2nnc(CCNC(=O)OC(C)(C)C)o2)c1C | 96.3 | ? | 93.8 | -10.2
CCOC(=O)C(=CNc1nc2ccc(C(=O)OCC)cc2s1)C(=O)OCC | 99.4 | ? | 101.9 | -17.2
COCCn1c(C)cc(/C=C2/NC(=O)N(Cc3ccc(C)cc3)C2=O)c1C | 100.7 | ? | 94.3 | -115.3
CC(=O)Nc1cc(NC(C)=O)ncn1 | 96.0 | ? | 93.2 | -11.5
New compounds follow
SMILES | RGS8-Gao reg | RGS7-Gao | RGS4-Gao reg | Mcl1 Bid PPI
c1nc(Nc2ccc(N3CCOCC3)cc2)c2ccsc2n1 | 99.4 | ? | 99.2 | -33.7
COc1ccccc1C(=O)NC(=O)Nc1nc(-c2ccccc2)cc(C(F)(F)F)n1 | 100.9 | ? | 100.2 | -51.8
O=C(CSc1n[nH]c(=O)[nH]c1=O)N/N=C/C=C/c1ccccc1 | 100.8 | ? | 99.0 | -4.4
CC(NC(=O)c1cnccn1)c1ccc(S(N)(=O)=O)cc1 (stereo not given) | 100.4 | ? | 103.4 | -9.7
O=C(Cn1c(=O)oc2cccnc21)Nc1ccc(C(F)(F)F)cc1 | 99.5 | ? | 97.4 | -2.9
Clc1ccc(-c2cn(-c3ccc(Cl)cc3)c3[n+]2CCCCC3)cc1 | 104.5 | ? | 108.0 | -33.3
O=C1c2cccc3cc([N+](=O)[O-])cc(c23)C(=O)N1CC1CCCO1 (stereo not given) | 102.3 | ? | 100.5 | 15.1
CCCCC(O)(CCCC)C(=O)NN(C(=O)c1cccnc1Cl)c1ccccc1 | 88.7 | nt | 74.9 | -23.6
COc1ccccc1NC(=O)N1CCN(CCc2ccccc2)CC1 | 105.0 | ? | 108.7 | -25.8
CN=C(C)/C(C(=O)OC)=C(/O)c1c(F)cccc1F | 104.0 | ? | 105.2 | -11.7
COc1ccc(C2c3ccc(O)cc3Oc3ncn(CCCO)c(=N)c32)cc1 (stereo not given) | 102.3 | ? | 103.9 | -40.7
CC1=CC(c2ccc(Cl)cc2)n2nc(NC(=O)CCC(=O)O)nc2N1 (stereo not given) | 101.9 | ? | 103.1 | -99.3
C[n+]1nc(Nc2ccccc2)sc1-c1ccc(C(=O)O)cc1 | 101.1 | ? | 97.6 | 31.1
NS(=O)(=O)c1cc2c(cc1Cl)NC(Cc1ccccc1)NS2(=O)=O (stereo not given) | 101.9 | ? | 95.5 | 97.4*
Cc1coc2c1C(=O)C(=O)c1c-2ccc2c(C)cccc12 | 104.5 | ? | 104.0 | -81.5
COc1cc(C2CC(=O)Oc3c(C(CCN4CCN(c5ccccc5)CC4)c4ccc(N(C)C)cc4)c(OC)cc(OC)c32)cc(OC)c1OC (stereo not given) | 102.2 | ? | 101.6 | -147.3
CCOC(=O)C1(CCOC)CCN(Cc2ccc3nonc3c2)CC1 | 98.0 | ? | 99.9 | -9.8
CCOC(=O)c1cnc2c(C)cccc2c1Nc1cccc(C(=O)O)c1 | 95.0 | ? | 79.7 | -15.8
CC(C)(C)NC(=O)c1ccccc1-c1nc2ccccc2s1 | 97.1 | ? | 99.0 | -42.9
CC(C1CC2CCC1C2)n1c(-c2cccs2)n[nH]c1=S (stereo not given) | 96.3 | ? | 101.4 | -68.3
Cc1cccc(N=C2NC(=O)/C(=C/c3cccn3C)S2)c1C | 100.5 | ? | 102.3 | -104.7
COc1ccc(Nc2nc(N)nc(CSC(=S)N3CCCCC3C)n2)cc1 (stereo not given) | 102.0 | ? | 99.3 | -47.8
O=C1NC(C(F)(F)F)(C(F)(F)F)N=C2SC=CN12 | 103.7 | ? | 108.8 | -25.8
FC(F)(F)c1cnc(N2CCSCC2)c(Cl)c1 | 106.3 | ? | 117.7 | -10.1
O=c1cc(-c2ccccc2)nc(/C=C/c2ccccc2)[nH]1 | 102.7 | ? | 100.9 | 4.9
The listing continues:
SMILES | RGS8-Gao reg | RGS7-Gao | RGS4-Gao reg | Mcl1 Bid PPI
CCCCC1C2C(=O)N(c3ccccc3)C(=O)C2ON1c1ccccc1 (stereo not given) | 99.3 | ? | 99.2 | -3.0
COCCNc1c2c(nc3c(-c4ccccc4)c(C)nn13)CCC2 | 95.9 | ? | 97.3 | -5.4
CC(=O)c1ccc(S(=O)(=O)N2CCNCC2)cc1 | 98.6 | ? | 96.0 | -2.8
Cc1ccc(S(=O)(=O)CCC(=O)OCC(=O)NC(N)=O)cc1 | 100.2 | ? | 101.7 | -8.0
OC(CNCCNc1ncccc1C(F)(F)F)COc1ccc(F)cc1 (stereo not given) | 102.0 | ? | 103.4 | -18.7
O=C(COc1ncnc2sccc12)Nc1cccc(S(=O)(=O)N2CCCC2)c1 | 100.7 | ? | 97.1 | -19.6
Cc1ccc(CN2C(=O)N/C(=C/c3ccc(-c4ccc(C(=O)O)cc4)o3)C2=O)cc1 | 99.8 | ? | 97.4 | -57.9
COc1ccc(-n2c(=S)[nH]c(=O)c3cccnc32)cc1 | 101.6 | ? | 102.9 | -5.5
O=C(CSc1nnc(Cc2ccccc2)o1)c1ccc(F)cc1 | 99.4 | ? | 106.4 | -9.1
O=C(c1ccccc1)c1ccccc1C(=O)c1ccccc1 | 99.6 | ? | 101.3 | -2.3
Cc1cccc(CSc2nnc(-c3cnccn3)n2C)c1 | 101.1 | ? | 101.6 | 10.7
CCCN1C(=O)C(O)(c2c(C)[nH]c3ccccc23)c2ccccc21 (stereo not given) | 106.2 | ? | 104.4 | -93.3
CN(C(=O)c1ccc2nccnc2c1)C1CCCCC1 | 104.3 | ? | 107.8 | 0.2
CC(=C\c1ccco1)/C=C1/SC(=S)N(CC(=O)O)C1=O | 102.4 | nt | 103.4 | -47.1
O=C(/C=C/c1ccco1)Nc1scc(-c2ccccc2)c1C(=O)O | 100.5 | ? | 101.8 | -27.0

2 compounds from above with just RGS4-Gao reg and RGS8-Gao reg:
SMILES,RGS4-Gao reg,RGS8-Gao reg
CCCCC1C2C(=O)N(c3ccccc3)C(=O)C2ON1c1ccccc1 (stereo not given),99.2,99.3
COCCNc1c2c(nc3c(-c4ccccc4)c(C)nn13)CCC2,97.3,95.9

Screens: PubChem BioAssay, several laboratories
